# SMN2 splice enh: SMN2 splice variant enhancement | HEK293 SMN2-luciferase splicing reporter, luminescence, 30-36 h | Potency, µM (highest dose often 46.1 µM), inactives show top-dose activity change, positive = activation, most hits filed as activators | hit rate 2.8% among 210,000 | AID 1458; further: % of control where 0% means no effect; nearly all actives have a fitted effect of over 55% in size
#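 HEK293 cells carry an SMN2 […]–luciferase reporter in which exon 7 inclusion puts luciferase in frame. Cells were plated 10-12 h before compound addition, then incubated 30-36 h at 37C. ONE-Glo luminescence was read; sodium butyrate at 4.5 mM final served as control.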
# aGlu spleen mod: inhibitors or activators of human alpha-glucosidase in spleen homogenate. P10253. human spleen homogenate, 4-MU-alpha-glucoside fluorescence. Potency, µM (series often up to 79.9 µM), without a hit: top-dose activity change, negative = inhibition, usual class: inhibitors. hit rate 0.006% among 240,000;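 further: 0% = enzyme with vehicle and -100% = no enzyme basal signal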
#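 Enzyme source: human spleen homogenate, 1 ug/well. Buffer 50 mM citric acid/K phosphate pH 5.0, 0.01% Tween-20. 4-MU-alpha-glucoside 1 mM; 37 C x 40 min; NaOH/glycine stop; fluorescence.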
# ALDH1A1 inh: ALDH1A1 (human) enzyme inhibition | P00352 | Purified ALDH1A1, NADH fluorescence, propionaldehyde substrate | hit rate 7.3% among 220,000 | AID 1030 | Potency, µM (titrated, usually from 75.3 µM), for inactives: at the top dose activity, negative = inhibition, usual class: inhibitors; active means well fitted inhibition curve with a large enough effect, not every such curve was filed as active; inconclusive means small, poorly fitted or top-dose-only effect, or another doubt; inactive means no such curve, though single readings can be large or run the other way;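 further: plate controls were no enzyme wells and a reference inhibitor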
# GoLoco inh red: inhibitors of human Gai1-RGS12 GoLoco interaction (red fluorophore) | P63096 | Gai1:RGS12 GoLoco peptide FP, rhodamine, 10 min | Potency, µM (doses to about 61.6 µM), inactives show at the top dose activity, negative = inhibition, actives largely listed as inhibitors | hit rate 0.44% among 230,000; active means well fitted inhibition curve with a large enough effect, not every such curve was filed as active; inactive means no such curve, though single readings can be large or run the other way; further: on the % scale 0 is the no-effect control and ±100 the full control effect; nearly all actives have a fitted effect of over 30% in size; many of its hits are not listed in these tables
# Target sequence (P63096 whole entry, looked up): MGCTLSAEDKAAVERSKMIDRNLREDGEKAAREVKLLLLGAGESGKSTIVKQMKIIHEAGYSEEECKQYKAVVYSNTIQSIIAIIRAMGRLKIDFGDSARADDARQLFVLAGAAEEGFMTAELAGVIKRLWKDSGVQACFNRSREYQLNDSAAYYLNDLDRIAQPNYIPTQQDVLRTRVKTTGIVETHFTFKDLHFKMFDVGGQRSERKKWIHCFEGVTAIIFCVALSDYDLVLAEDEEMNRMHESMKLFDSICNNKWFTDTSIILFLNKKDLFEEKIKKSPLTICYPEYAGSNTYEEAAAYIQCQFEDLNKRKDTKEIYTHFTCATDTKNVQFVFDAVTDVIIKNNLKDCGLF
# aGal spleen mod: inhibits or activates alpha-galactosidase in human spleen homogenate. P06280. human spleen homogenate, 4MU-alpha-Gal fluorescence, 40 min. Potency, µM (titrated, usually from 80 µM), for the others: top-dose activity change, negative = inhibition, usual class: inhibitors. hit rate 0.008% among 240,000. AID 2107;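 further: 0% = enzyme with vehicle and -100% = no enzyme basal signal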
#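 Fluorogenic readout (Ex 365/Em 440 nm) of 4-methylumbelliferone released from 1 mM 4-MU-alpha-galactoside by spleen homogenate, 40 min at 37C, pH 5.0. Data normalized to no-enzyme and enzyme controls; Hill-equation AC50 from compound titrations.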
# GAA glycogen: GAA glycogen-cleavage inhibition or activation; recombinant GAA, glycogen substrate, Amplex Red glucose oxidase fluorescence; Potency, µM (top dose mostly 76.4 µM), for inactives: top-dose activity change, negative = inhibition, usual class: inhibitors; P10253; hit rate 0.38% among 300,000;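 further: 0% = full enzyme reaction and -100% = no-enzyme basal signal; the screen sought inhibitors and activators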
#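 Recombinant enzyme (4 nM final) with compounds titrated up to 77 uM and bovine liver glycogen (30 ug) in citrate pH 5.0, 0.01% Tween-20, 37 C 40 min. Released glucose detected by Amplex Red/glucose oxidase (Ex 573/Em 610); AC50 from Hill fits.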
# KDM4E inh: JMJD2E (human) inhibition; JMJD2E catalytic domain, FDH-coupled NADH fluorescence (FDH is formaldehyde dehydrogenase); B2RXH2; hit rate 1.6% among 230,000; AID 2147; Potency, µM (top dose mostly 57.1 µM), inactives show at the highest dose activity change, negative = inhibition, usual class: inhibitors; active means well fitted inhibition curve with a large enough effect, not every such curve was filed as active; inconclusive means small, poorly fitted or top-dose-only effect, or another doubt; inactive means no such curve, though single readings can be large or run the other way;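 further: 0% = wells with enzyme and -100% = buffer wells without enzyme; nearly all actives have a fitted effect of over 50% in size; many of its hits are not listed in these tables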
# Target sequence (B2RXH2 1-337 limits assumed): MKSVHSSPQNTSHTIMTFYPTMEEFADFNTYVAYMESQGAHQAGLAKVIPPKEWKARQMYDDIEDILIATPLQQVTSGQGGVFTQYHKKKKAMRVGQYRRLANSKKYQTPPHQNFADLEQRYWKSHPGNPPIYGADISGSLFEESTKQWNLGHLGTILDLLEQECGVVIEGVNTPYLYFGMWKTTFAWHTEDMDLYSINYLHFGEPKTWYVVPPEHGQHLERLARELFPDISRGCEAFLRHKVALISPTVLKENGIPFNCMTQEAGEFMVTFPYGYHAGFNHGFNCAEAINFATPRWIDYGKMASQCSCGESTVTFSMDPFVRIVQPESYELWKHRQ
# GAA inhib: alpha-glucosidase (human) inhibition; hit rate 0.005% among 200,000; P10253; Potency, µM (titrated, usually from 76.9 µM), inactives show at the highest dose activity change, negative = inhibition, most hits filed as inhibitors; purified human GAA, 4-MU-alpha-glucoside fluorescence;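 further: plate controls were uninhibited enzyme wells for no effect and no-enzyme background for full effect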
#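 Read-out is 4-methylumbelliferone fluorescence (Ex 365/Em 440 nm) after NaOH/glycine stop at pH 10. Enzyme 4 nM, substrate 400 uM, pH 5.0 citrate buffer, 20 min room temperature; AC50 from Hill-equation concentration-response.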
# * = called active by the depositor; ? = inconclusive; nt = not tested or not shown; [ ] = dose if it differs, or a comment. Unless noted, the call rests on the fitted dose curve; in most records, active means well fitted curve in the direction sought with a large enough effect; inconclusive means small, poorly fitted or top-dose-only effect, or another doubt; inactive means no such curve, though single readings can be large; an effect the other way counts as inactive or inconclusive. Potency means the concentration at half of the fitted maximal effect.
SMILES,SMN2 splice enh,aGlu spleen mod,ALDH1A1 inh,GoLoco inh red,aGal spleen mod,GAA glycogen,KDM4E inh,GAA inhib
COc1ccccc1NC(=O)c1ccc(NC(=O)CN2CCN(C(=O)c3ccco3)CC2)cc1,-5%,3%,-9%,-15%,1%,0%,3%,-2%
Brc1cccc(CNc2nc3ccccc3n2CCN2CCOCC2)c1,-3%,-3%,8%,12%,-4%,-3%,-2%,-13%
CCOC(=O)/C(=N\Nc1ccc(Cl)cc1)c1csc(Nc2ccccc2)n1,-18%,-6%,1%,-4%,7%,?,-2%,?
Cc1nnc(SCC(=O)Nc2ccc(Cl)cn2)[nH]c1=O,9%,-6%,0%,-1%,2%,0%,-2%,-5%
CC1CCN(C(=O)/C=C/c2ccc(C(C)(C)C)cc2)CC1,22%,?,5%,11%,-9%,-4%,5%,-11%
COc1ccccc1CNC(=O)c1c(-c2ccccc2)nn(-c2ccccc2)c1C,-23%,-5%,4µM*,9%,-2%,-10%,-3%,-6%
O=C(OCCN=C1NS(=O)(=O)c2ccccc21)c1cccnc1,13%,1%,-2%,-4%,3%,-12%,8%,0%
CCOC(=O)c1ccc(NNC(C)=O)c([N+](=O)[O-])c1,-6%,-5%,?,14%,-3%,9%,?,9%
Cn1ccc(C(=O)N/N=C/c2ccccc2[N+](=O)[O-])n1,nt,-7%,nt,-2%,-4%,7%,2%,nt
O=C(c1cccc(Br)c1)c1conc1C(=O)c1ccco1,?,-2%,-5%,7%,-4%,9%,-14%,-1%
CCC(=O)NCCCOc1ccccc1,13%,-3%,-2%,-7%,-10%,-20%,0%,0%
Cc1csc2ncc(C(=O)NC(C)c3ccccc3)c(=O)n12 (stereo unspecified),-45%[inhibitor],-6%,?,7%,10%,-6%,?,?
Cc1ccc(N2C(=O)C3NN=C(C(=O)OCc4ccccc4)C3C2=O)cc1 (stereo unspecified),?,2%,2%,8%,9%,-2%,9%,-4%
C#CCOCCOCCOCCNc1nc(N2CCN(C(=O)[C@H](C(C)C)n3cc(CCO)nn3)CC2)nc(N2CCN(C(=O)[C@H](CCCCN)n3cc(CCCC)nn3)CC2)n1,2%,0%,-11%,-3%,6%,6%,?,-34%
Cc1nc(N2CCN(c3ccccc3)CC2)[nH]c(=O)c1CCC(C)C,9%,8%,12%,-7%,2%,23%,7%,3%
CCOC(=O)c1sc2nc(C)cc(-c3ccccc3)c2c1N,-18%,-6%,?,5%,-1%,-4%,?,?
O=C(N/N=C/c1cccnc1)c1cccc(S(=O)(=O)N2CCCC2)c1,1%,4%,8%,12%,-4%,-13%,1%,3%
Cc1nc(N)sc1-c1nnc(SCC(=O)Nc2ccccc2C(F)(F)F)n1C,-3%,7%,10%,-5%,4%,9%,6%,-16%
COc1cccc(-n2nnnc2SCC(=O)Nc2cccc(C)n2)c1,-13%,-6%,?,-2%,1%,-7%,1%,0%
Cc1ccc(O)c(NC(=O)COc2cc(C)ccc2C)c1,2%,-14%,1%,-3%,2%,-12%,3%,-2%
CCOC(=O)c1cc2sc(C)cc2n1CC(=O)N1CCOCC1,-10%,-2%,9%,-15%,7%,2%,?,-6%
O=S(=O)(c1ccc(Cl)cc1)N1CCN=C1SCc1cccc(Cl)c1,3%,-4%,-3%,-3%,-2%,-7%,4%,?
CCOC(=O)/C=C/C(=O)OCC(=O)Nc1ccc(Cl)cn1,-8%,-1%,?,74%[activator],-21%,4%,11%,3%
Nc1cccc2c1C(=O)N(C(=O)c1cccc(S(=O)(=O)N3CCCC3)c1)C2=O,-2%,0%,?,-38%,6%,-5%,0%,-3%
CCc1ccc(NC(=O)c2cnc3scc(C)n3c2=O)cc1,8.9µM*,-2%,?,5%,1%,-12%,?,-2%
CCCCN(C)CCCNC(=O)Cn1c(=O)sc2ccccc21,-6%,-7%,6%,-6%,-3%,6%,8%,-3%
COc1ccc(/C=C/C(=O)NCCSCc2ccco2)cc1,7%,-3%,?,-11%,1%,-6%,-9%,-7%
O=C(c1cccn2c(=O)c3ccc(Cl)cc3nc12)N1CCN(Cc2ccc3c(c2)OCO3)CC1,-4%,0%,?,-3%,1%,7%,?,5%
Cc1cc(C)c2c(N=NN3CCOCC3)[nH]nc2n1,-4%,-8%,?,-4%,-9%,-9%,-5%,6%
C=CCc1cccc2cc(C(=O)NC)c(=O)oc12,22%,-8%,?,1%,4%,-4%,?,1%
Cc1ccc(S(=O)(=O)N/N=C/c2c(F)cccc2Cl)cc1,-5%,-18%,28µM*,3%,-4%,11%,7%,0%
CCC1CCCCN1C(=O)C1CC(c2cc(Cl)c(OC)cc2OC)=NO1 (stereo unspecified),-7%,0%,?,-10%,3%,2%,-8%,-7%
C/C(=N\NC(=O)c1cccc(N/N=C(\C)c2ccco2)c1)c1ccco1,-4%,5%,?,8%,1%,?,-5%,-8%
C=CCc1ccc(OCC(O)CN2CCN(Cc3ccccc3)CC2)c(OC)c1 (stereo unspecified),-8%,-6%,?,-12%,-16%,4%,-6%,-4%
CCN(C(=O)Cc1nc(N)n[nH]1)C1(C(=O)Nc2ccccc2)CCCCC1,-16%,nt,0%,4%,4%,6%,2%,-5%
O=C(NNC(=O)c1cccc(-n2cnnn2)c1)c1ccccc1,-3%,-7%,8%,-9%,-2%,4%,9%,0%
O=S(=O)(c1ccccc1C(F)(F)F)N1CCOCC1,-7%,-8%,5%,4%,-5%,6%,2%,-8%
Cc1ccc(-c2csc3ncnc(Oc4ccc5c(C)cc(=O)oc5c4)c23)cc1,-10%,-2%,-1%,17%,3%,-6%,?,8%
O=C(Nc1ccc(Cl)cc1)N(Cc1nc2ccccc2c(=O)[nH]1)Cc1cccs1,-31%[inhibitor],0%,-4%,3%,6%,-8%,9%,-3%
CC(/C=C/c1ccco1)=N\NC(=O)c1cccnc1,-5%,-4%,7.9µM*,13%,-3%,22%,?,-6%
Cc1ccc2cc(/C=C(\C#N)C(N)=O)c(N3CCCCC3)nc2c1,5%,-14%,11µM*,-10%,-2%,7%,-6%,1%
COc1ccc(C(NC(=O)CNC(C)=O)C(=O)Nc2ccc(C(C)C)cc2)cc1 (stereo unspecified),-14%,2%,-13%,-2%,-1%,6%,18%,0%
CCc1ccc(N2CC(C(=O)N/N=C/c3cc([N+](=O)[O-])ccc3O)CC2=O)cc1 (stereo unspecified),-15%,-6%,?,14%,-2%,0%,?,1%
FC(F)(F)c1ccccc1NC(=S)NC1CCN(Cc2ccccc2)CC1,-21%,-11%,-9%,19%,-13%,20%,-19%,?
CN(Cc1ccccc1)CC(O)COc1ccc(CNCCc2ccncc2)cc1 (stereo unspecified),nt,3%,5%,4%,2%,-13%,-2%,0%
CC1Cc2ccccc2N1S(=O)(=O)c1cnc(Cl)c(Cl)c1 (stereo unspecified),nt,2%,?,-9%,-1%,1%,-7%,0%
O=C(O)CSCC(=O)Nc1ccc(C(=O)O)cc1,14%,-8%,5%,7%,-15%,2%,-1%,3%
CC1CC(Nc2ccccc2)c2ccccc2N1C(=O)c1ccncc1 (stereo unspecified),1%,-12%,-10%,-1%,-17%,-8%,-1%,6%
CC(NC(=O)c1ccc(N(C)C)cc1)C1CC2CCC1C2 (stereo unspecified),10%,3%,?,-32%,4%,-9%,2%,-1%
COCCN1Cc2c(sc(C)c2C)N(C(=O)c2ccccc2)C1,15%,2%,12%,10%,10%,-19%,44%[activator],-11%
CCCn1c(C)cs/c1=N\C(=S)Nc1ccccc1,1%,-13%,?,1%,-6%,-5%,3%,3%
Cc1cc(=O)[nH]c(=S)n1-c1ccccc1,-13%,-5%,?,8%,2%,0%,-1%,0%
CCOc1ccccc1NC(=O)c1cccc2c1C(=O)N(CCOC)C2,-8%,3%,3%,4%,-3%,7%,-7%,-8%
COC(=O)C(NC(=O)c1ccccc1)(Nc1nc(C)cs1)C(F)(F)F (stereo unspecified),nt,-8%,10%,nt,-15%,12%,1%,-4%
COc1ccc(-c2nnc(SCc3nnc(-c4cccs4)o3)n2CC2CCCO2)cc1 (stereo unspecified),-26%,6%,-1%,-8%,3%,13%,-3%,3%

# In the list so far, 9 contain a Cl atom.
SMILES,SMN2 splice enh,aGlu spleen mod,ALDH1A1 inh,GoLoco inh red,aGal spleen mod,GAA glycogen,KDM4E inh,GAA inhib
CCOC(=O)/C(=N\Nc1ccc(Cl)cc1)c1csc(Nc2ccccc2)n1,-18%,-6%,1%,-4%,7%,?,-2%,?
Cc1nnc(SCC(=O)Nc2ccc(Cl)cn2)[nH]c1=O,9%,-6%,0%,-1%,2%,0%,-2%,-5%
O=S(=O)(c1ccc(Cl)cc1)N1CCN=C1SCc1cccc(Cl)c1,3%,-4%,-3%,-3%,-2%,-7%,4%,?
CCOC(=O)/C=C/C(=O)OCC(=O)Nc1ccc(Cl)cn1,-8%,-1%,?,74%[activator],-21%,4%,11%,3%
O=C(c1cccn2c(=O)c3ccc(Cl)cc3nc12)N1CCN(Cc2ccc3c(c2)OCO3)CC1,-4%,0%,?,-3%,1%,7%,?,5%
Cc1ccc(S(=O)(=O)N/N=C/c2c(F)cccc2Cl)cc1,-5%,-18%,28µM*,3%,-4%,11%,7%,0%
CCC1CCCCN1C(=O)C1CC(c2cc(Cl)c(OC)cc2OC)=NO1 (stereo unspecified),-7%,0%,?,-10%,3%,2%,-8%,-7%
O=C(Nc1ccc(Cl)cc1)N(Cc1nc2ccccc2c(=O)[nH]1)Cc1cccs1,-31%[inhibitor],0%,-4%,3%,6%,-8%,9%,-3%
CC1Cc2ccccc2N1S(=O)(=O)c1cnc(Cl)c(Cl)c1 (stereo unspecified),nt,2%,?,-9%,-1%,1%,-7%,0%

# A portion of the library. The share of hits here may be higher or lower than overall.
